# Screens deposited in PubChem BioAssay by Sanford-Burnham Center for Chemical Genomics.
# TRAIL sens C8: caspase-8 TRAIL sensitization; NB7+C8 cells + TRAIL, ATPlite viability luminescence; inhibition (viability loss, TRAIL sensitization), % at 10 µM; 1% of 360,000 active;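 active = compounds causing at least 50% loss of cell viability in the single-dose screen, relative to plate controls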
# HIF-2a block: HIF-2a inhibition; 786-0 RCC cells HIF-2a reporter, luciferase luminescence, overnight; inhibition, % at 18.8 µM; 0.72% of 360,000 active;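 active = inhibition of the luminescence signal of 40% or more relative to plate controls, in a single-dose primary screen at 18.75 µM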
# An asterisk follows results filed as active.
SMILES,TRAIL sens C8,HIF-2a block
O=C(Nc1c(-c2ccccc2)[nH][nH]c1=O)c1ccccc1,-6,2
O=C(C(=O)N1CCN(c2ccccc2F)CC1)c1ccccc1,-9,-5
COc1ccc(C(C(=O)NC(C)(C)C)n2c(-c3ccc(C(F)(F)F)cc3)nc3ccccc32)cc1 (configuration not stated),-2,-28
CCCCCCCCN1C(=O)[C@H](CC(=O)NCCCCc2ccccc2)C[C@@]2(C(=O)OC)CC(C)(C)CC=C12,11,-12
CCC(C)CN1C(=O)CN(S(C)(=O)=O)CC1(C)C(=O)Nc1c(C)cccc1C (configuration not stated),-1,10
Cc1cccc(C)c1NC(=O)C(c1ccc(-c2ccccc2)cc1)n1c(=O)c(-c2ccco2)nc2ccccc21 (configuration not stated),-16,-10
COC(=O)C1=CN(c2ccc(OC)cc2)C(N)=C(C#N)C1c1cccc2ccccc12 (configuration not stated),8,-116
COC(=O)C[C@@H]1CC[C@H](NS(=O)(=O)c2cccc(F)c2)[C@@H](CO)O1,8,8
O=C1C=C(OCCF)CC(c2cccc([N+](=O)[O-])c2)O1 (configuration not stated),-10,2
COc1ccc(C(=O)NCCNc2nc3cc(C)cc(C)c3cc2C#N)nc1,-11,-11
CCCNC(=O)N[C@H]1C=C[C@H](CC(=O)NC2CCCCC2)O[C@@H]1CO,-7,9
CCCCCNC(=O)C(c1cc2ccccc2o1)n1c(=O)c(-c2ccco2)nc2ccccc21 (configuration not stated),-5,-88
CC(C)(C)NC(=O)C(c1cccc2ccccc12)n1c(=O)c(-c2ccco2)nc2ccccc21 (configuration not stated),-13,9
CC(C)(C)NC(=O)C(c1ccccc1)n1c(=O)c(-c2ccccc2)nc2ccccc21 (configuration not stated),-2,19
CCCCNC(=O)C1C(c2ccc(OC)cc2)=Nc2ccccc2N1C(=O)c1ccncc1 (configuration not stated),1,-44
CCCCNC(=O)C(NC(=O)c1ccc2ccccc2c1)C(=O)c1ccccc1 (configuration not stated),5,16
Cc1ccc([N+](=O)[O-])cc1CN1CCN(c2ncc(Cc3ccccc3)cn2)CC1,-12,-19
CN(C)C(=O)C[C@@H]1CC[C@@H](NC(=O)C2CCC2)[C@@H](CO)O1,1,13
COC(=O)C1=CN(c2ccc(OC)cc2OC)C(N)=C(C#N)C1c1cccc([N+](=O)[O-])c1 (configuration not stated),4,-48
O=C(C(=O)N1CCN(c2ccncc2)CC1)c1cccc(Br)c1,1,16
CO[C@@H]1CN(C)C(=O)c2ccc(NC(=O)c3ccccc3F)cc2OC[C@@H](C)N(CC2CCOCC2)C[C@@H]1C,-11,1
CC(C)NC(=O)C1(C)CN(S(C)(=O)=O)CC(=O)N1CCc1ccccc1 (configuration not stated),2,6
Cc1ccc(C(=O)N2c3ccccc3N=C(c3ccccc3)C2C(=O)NC(C)C)cc1 (configuration not stated),-8,-107
COc1cc(CC(=O)Nc2c(-c3ccccc3)[nH][nH]c2=O)cc(OC)c1,-13,-3
O=C(C[C@H]1CC[C@@H](NC(=O)Nc2ccc3c(c2)OCO3)[C@@H](CO)O1)NCc1ccccc1,-1,1
SMILES,TRAIL sens C8,HIF-2a block
O=C1Nc2ccccc2-n2nnnc2C1N1CCc2ccccc2C1 (configuration not stated),-15,19
COC(=O)C[C@@H]1C=C[C@@H](NC(=O)Nc2cccc(F)c2)[C@@H](CO)O1,-2,6
CC(C(=O)NC1CCCC1)n1c(C2CC2)nc2ccccc21 (configuration not stated),0,-81
Cc1cc2c(cc1C)-c1nnnn1C(N1CCCCC1)C(=O)N2 (configuration not stated),-8,4
COc1ccc(C2=Nc3ccccc3N(C(=O)c3ccc(C)cc3)C2C(=O)Nc2c(C)cccc2C)cc1 (configuration not stated),8,-32
CN1CCN(C(=O)C[C@H]2CC[C@H]3[C@@H](COC[C@@H](O)CN3Cc3cccc(F)c3)O2)CC1,-2,-3
COC(=O)[C@@]12C[C@@H](CC(=O)NCc3ccccc3)C(=O)N(Cc3cccc4ccccc34)C1=CCC(C)(C)C2,14,-18
O=C(Nc1ccc(F)cc1)C(c1ccccc1OC(F)(F)F)N1CCN(c2cccc(C(F)(F)F)n2)CC1 (configuration not stated),9,1
COC(=O)c1sc(NC(=O)OCc2ccccc2)nc1CCNC(=O)OC(C)(C)C,9,2
Cc1cccc(C)c1NC(=O)C1(C)CSCC(=O)N1CCCn1ccnc1 (configuration not stated),0,7
COC(=O)C1=CN(c2c(C)cc(C)cc2C)C(N)=C(C#N)C1c1ccccc1 (configuration not stated),-2,-18
CC(C)NC(=O)C1C(c2ccc(C(F)(F)F)cc2)=Nc2ccccc2N1C(=O)c1cc2ccccc2[nH]1 (configuration not stated),-16,-45
O=C(NCc1ccccc1)C(c1ccc(-c2ccccc2)cc1)n1c(=O)c(-c2ccco2)nc2ccccc21 (configuration not stated),-4,-21
Nc1nc2ccc(Cl)cc2cc1C(=O)NCCc1ccc(Cl)cc1Cl,-14,13
CC(C)(C)NC(=O)C(c1ccnc2ccccc12)n1c(=O)c(-c2ccccc2)nc2ccccc21 (configuration not stated),0,-61
CC(C)OC1=CC(=O)OC(c2cccc(Cl)c2)C1 (configuration not stated),-1,-17
CCOC(=O)/C=C/c1cccc(C)c1O,-3,-205
CC(=O)C[C@@H]1OC[C@H](C)N1S(=O)(=O)c1ccc(C)cc1,-7,10
CCOC1=C2CN(S(=O)(=O)c3ccc(C)cc3)C(c3cccc(Cl)c3)CC2N(S(=O)(=O)c2ccc(C)cc2)C(c2ccncc2)C1 (configuration not stated),-2,11
Cc1cc(N2CCN(C(C(=O)NC3CCCC3)c3ccc(-c4ccccc4)cc3)CC2)c2ccccc2n1 (configuration not stated),18,-19
COC(=O)[C@@]12C[C@@H](CC(=O)NCc3cccc(C(F)(F)F)c3)C(=O)N(Cc3ccco3)C1=CCC(C)(C)C2,1,-8
O=C(NC1CCCCC1)C(c1ccccc1F)n1c(=O)c(-c2ccco2)nc2ccccc21 (configuration not stated),4,6
Cc1csc(-c2nc3ccccc3n2C(C)c2nc3ccccc3[nH]2)c1 (configuration not stated),-10,26
CCCCCCCCN1C(=O)[C@H](CC(=O)NCc2cccc(C(F)(F)F)c2)C[C@@]2(C(=O)OCC)CCC=C12,1,16
COC(=O)[C@@]12C[C@@H](CC(=O)NCc3ccc(C)o3)C(=O)N(CCc3ccc(OC)c(OC)c3)C1=CCC(C)(C)C2,5,6
SMILES,TRAIL sens C8,HIF-2a block
O=C1N(Cc2ccccc2)c2ccc(Br)cc2[C@]12C[C@H](O)CO2,2,-2
COC1=CC(=O)OC(c2ccc(C#N)cc2)C1 (configuration not stated),6,0
COc1ccc(C(C(=O)NC(C)(C)C)n2c(COc3ccc(C)cc3)nc3ccccc32)cc1 (configuration not stated),-5,-28
CC(C)c1cc(C(=O)NCCc2cccs2)c(N)s1,-10,-40
COc1ccc(NC(=O)C(c2ccc(C#N)cc2)n2c(=O)c(-c3cc4ccccc4[nH]3)nc3ccccc32)cc1 (configuration not stated),11,-62
CC(C)CCN1C(=O)CSCC1(C)C(=O)Nc1ccc2c(c1)OCCO2 (configuration not stated),-3,-24
CC(C)C(C(=O)NCc1ccccc1)N(C)Cc1ccc(Cl)c(Cl)c1 (configuration not stated),3,10
O=C(N[C@H]1C=C[C@H](CC(=O)N2CCCCC2)O[C@@H]1CO)c1cccc(F)c1,23,8
COC(=O)[C@]12CCCCC=C1N(Cc1ccc3c(c1)OCO3)C(=O)[C@H](CC(=O)NCCCCc1ccccc1)C2,9,-1
COC(=O)C[C@H]1C=C[C@@H](NC(=O)NC2CCCCC2)[C@@H](CO)O1,-2,13
C#CCNC(=O)C[C@@H]1C[C@@]2(C(=O)OC)CC(C)(C)CC=C2N(CCCCCCCC)C1=O,-4,5
COC(=O)C[C@@H]1OC[C@H](C)N1S(=O)(=O)c1ccc(C)cc1,5,4
Cc1cc2c(cc1C)-n1nnnc1C(N1CCCNCC1)C(=O)N2 (configuration not stated),7,7
COC(=O)C[C@H]1C=C[C@@H](NC(=O)C2CC2)[C@@H](CO)O1,4,6
Cc1ccc(S(=O)(=O)NCc2ccccc2Br)cc1,-9,-10
O=C(Nc1ccc(F)cc1)C(c1cccc(F)c1)N1CCN(Cc2c(F)cccc2Cl)CC1 (configuration not stated),-4,2
CC(C)CNC(=O)C1C(=O)Nc2ccccc2C(=O)N1C1CCCCC1 (configuration not stated),5,5
COC(=O)[C@]12CCCCC=C1N(CCc1ccc(OC)c(OC)c1)C(=O)[C@H](CC(=O)NCC1CCCCC1)C2,-22,-12
COC(=O)C[C@H]1CC[C@@H](NS(=O)(=O)c2ccc(C)cc2)[C@@H](CO)O1,-11,11
N#Cc1cccc(C(=O)C(=O)N2CCC(Cc3ccccc3)CC2)c1,3,4
Cc1ccc(C(=O)Nc2c(-c3ccccc3)[nH][nH]c2=O)cc1,18,-4
Cc1nc2ccc(C(=O)N3c4ccccc4N=C(c4ccc(C(F)(F)F)cc4)C3C(=O)NC(C)(C)C)cc2[nH]1 (configuration not stated),8,-77
COC(=O)C1(C(=O)OC)C[C@H](c2ccc(OC)cc2)N(Cc2ccccc2OC)[C@@H]1c1ccccc1,11,-5
CC(C)(C)NC(=O)C(c1ccncc1)n1c(=O)c(-c2ccccc2)nc2ccccc21 (configuration not stated),-20,-85
CCCNC(=O)N1C[C@H](O)COC[C@@H]2O[C@@H](CC(=O)NCCCN3CCOCC3)CC[C@H]21,-2,0

# An excerpt from above in order of the HIF-2a block value, rising.
mol	HIF-2a block
CC(C)c1cc(C(=O)NCCc2cccs2)c(N)s1	-40
Cc1ccc(S(=O)(=O)NCc2ccccc2Br)cc1	-10
Cc1ccc(C(=O)Nc2c(-c3ccccc3)[nH][nH]c2=O)cc1	-4
COC(=O)[C@]12CCCCC=C1N(Cc1ccc3c(c1)OCO3)C(=O)[C@H](CC(=O)NCCCCc1ccccc1)C2	-1
COC(=O)C[C@H]1C=C[C@@H](NC(=O)C2CC2)[C@@H](CO)O1	6
CC(C)C(C(=O)NCc1ccccc1)N(C)Cc1ccc(Cl)c(Cl)c1 (configuration not stated)	10

# The listing continues.
SMILES,TRAIL sens C8,HIF-2a block
N#Cc1ccc(C(C(=O)Nc2ccc3c(c2)OCCO3)n2c(=O)c(-c3ccco3)nc3ccccc32)cc1 (configuration not stated),4,-105
COC(=O)C[C@H]1C=C[C@H](NC(=O)Nc2ccccc2OC)[C@@H](CO)O1,-6,8
CC1(C(=O)NCc2ccccc2)CSCC(=O)N1CCc1c[nH]c2ccccc12 (configuration not stated),1,11
Cc1cccc(C)c1NC(=O)C(c1ccccc1F)n1c(=O)c(-c2cc3ccccc3[nH]2)nc2ccccc21 (configuration not stated),23,-5
CCOC(=O)[C@]12CCCC=C1N(CCC1=CCCCC1)C(=O)[C@H](CC(=O)NCc1cccs1)C2,-3,-3
COc1ccc(C(C(=O)NC2CCCC2)n2c(C3CCN(C(C)=O)CC3)nc3ccccc32)cc1 (configuration not stated),2,-176
Cc1cccc(C)c1NC(=O)C1(C)CSCC(=O)N1Cc1cccc(C(F)(F)F)c1 (configuration not stated),-4,3
COCC(=O)N1C[C@@H](C)[C@@H](OC)CN(C)C(=O)c2ccc(NC(=O)c3cnccn3)cc2OC[C@H]1C,2,9
CC(C)N1C(=O)c2ccccc2NC(=O)C1C(=O)NCc1cccc(C(F)(F)F)c1 (configuration not stated),20,4
Cc1cccc(C)c1NC(=O)C1(C)CN(S(C)(=O)=O)CC(=O)N1CCc1c[nH]c2ccccc12 (configuration not stated),-16,11
Cc1cc(C)c(NC(=O)C2C(=O)Nc3ccccc3C(=O)N2C(C)(C)C)c(C)c1 (configuration not stated),-5,6
CCCCCCCCN1C(=O)[C@H](CC(=O)N2CCN(C(=O)C3CC3)CC2)C[C@@]2(C(=O)OC)CC(C)(C)CC=C12,17,-7
CO[C@H]1CN(C)C(=O)c2cc(NC(=O)C3CCOCC3)ccc2OC[C@H](C)N(Cc2nccs2)C[C@H]1C,-10,4

# Rewritten field by field: part of the list above
> COc1ccc(C(C(=O)NC2CCCC2)n2c(C3CCN(C(C)=O)CC3)nc3ccccc32)cc1 (configuration not stated)
  TRAIL sens C8 = 2; HIF-2a block = -176

> CO[C@H]1CN(C)C(=O)c2cc(NC(=O)C3CCOCC3)ccc2OC[C@H](C)N(Cc2nccs2)C[C@H]1C
  TRAIL sens C8 = -10; HIF-2a block = 4

> Cc1cc(C)c(NC(=O)C2C(=O)Nc3ccccc3C(=O)N2C(C)(C)C)c(C)c1 (configuration not stated)
  TRAIL sens C8 = -5; HIF-2a block = 6

> Cc1cccc(C)c1NC(=O)C(c1ccccc1F)n1c(=O)c(-c2cc3ccccc3[nH]2)nc2ccccc21 (configuration not stated)
  TRAIL sens C8 = 23; HIF-2a block = -5

# Filtered by structure: the compounds so far containing two or more sulfur atoms
SMILES,TRAIL sens C8,HIF-2a block
CCOC1=C2CN(S(=O)(=O)c3ccc(C)cc3)C(c3cccc(Cl)c3)CC2N(S(=O)(=O)c2ccc(C)cc2)C(c2ccncc2)C1 (configuration not stated),-2,11
CC(C)c1cc(C(=O)NCCc2cccs2)c(N)s1,-10,-40

# Only part of the results is shown (hit frequency here may not be typical).
